GSK3A inh = human GSK-3 alpha kinase inhibition; actives 0.1% (n = 320,000); ADP-Glo luminescence, 60 min; inhibition, % at 10 µM; AID 2650;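 in the data active means inhibition above about 50%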;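 further: GST-tagged GSK-3 alpha with peptide substrate and 25 µM ATP; 0% = DMSO neutral wells and 100% = GW8510 positive control wells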
HSP90 inh = inhibitors of HSP90 luciferase refolding in rabbit reticulocyte lysate. luciferase refolding luminescence, 3 h. inhibition, % at 5.6 µM. actives 0.91% (n = 290,000);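 active means inhibition above the screen-wide mean plus 3 SD, computed separately per campaign, cut at about 16% in these data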;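 further: 0% = DMSO wells and 100% = 60 µM geldanamycin wells; inhibitors lower the luminescence because luciferase stays unfolded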
Dyrk1A ADPGlo = inhibitors of rat Dyrk1A kinase; Q63470; ADP-Glo luminescence, NFATc1 peptide; inhibition, % at 12.5 µM; actives 0.43% (n = 310,000); in the data active means inhibition above about 50%;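 further: plate controls were vehicle with enzyme for no effect and no enzyme for full effect; many of its hits are not listed in these tables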
IEC-6 cytotox = counter-screen for KLF5 inhibitors: cytotoxicity in IEC-6 cells | IEC-6 cytotoxicity, luminescence viability | inhibition, % at 5 µM | actives 0.78% (n = 290,000); in the data active means inhibition above about 22%;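 further: 0% = plate median of test compound wells and 100% = cytotoxic reference compound wells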
KLF5 inhibitor = inhibitors of KLF5 expression | DLD-1 KLF5 promoter-luciferase reporter, luminescence | inhibition, % at 5 µM | actives 0.23% (n = 290,000);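 active means inhibition above a per-plate limit of that plate's mean compound inhibition plus 3 SD, cut at about 60% in these data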;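 further: 0% = DMSO wells and 100% = LY294002 at 200 µM; higher means less KLF5 promoter-driven luciferase light; inactives centre near -14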
Platelet DG rel = modulates dense granule release in human platelets. human platelet-rich plasma, SFLLRN dense granule ATP release, luminescence. inhibition, %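 (compounds screened at 7.5 µM in platelet-rich plasma)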. actives 0.22% (n = 300,000);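 active means mean replicate score, as percent of positive control, at or above 50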
HSF1 inhib = HSF1 inhibition; NIH3T3-HGL HSE-luciferase, MG132-induced, luminescence 8 h; hits give low values; activity change, negative = inhibition, % at 7.5 µM (by protocol); actives 0.77% (n = 300,000);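 active means more than half of replicate wells show activity change below -50%, luminescence cut by over half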;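 further: luciferase reports HSF-1 transcriptional activity via heat shock element; 0% = median of DMSO wells and -100% = zero luminescence signal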
GSK3beta inhib = human GSK3beta kinase inhibition | GST-GSK3beta kinase, ADP-Glo luminescence, 60 min; hits give low values | activity score (negative = inhibition), % at 10 µM | actives 0.038% (n = 300,000) | AID 2097;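 active means more than half of replicate wells score below -50%, meaning over 50% inhibition versus plate controls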;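 further: 0% = median DMSO wells and -100% = median GW8510 positive control wells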
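Assay system: GST-tagged human GSK3beta kinase, cell-free; Input: 1.6 ng GSK3beta; Medium: Tris/MgCl2 kinase buffer; Timing: 60 min enzyme reaction, room temperature; Signal: ADP-Glo luminescence quantifying ADP generated by kinase; Evaluation: score relative to plate controls; Benchmarks: DMSO neutral wells and GW8510 at 20 µM as positive.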
aSyn 5UTR inh = MLPCN primary screen, SNCA 5' untranslated region. alpha-synuclein 5'UTR reporter, inhibitor activity. inhibition, % (tested at 7.5 µM). actives 0.82% (n = 300,000); in the data active means inhibition above about 60%;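 further: H4 neuroglioblastoma cells stably carrying SNCA 5'UTR luciferase fusion; 0% = DMSO wells and 100% = positive control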
HSF1 activator = increases HSF-1 driven luciferase reporter signal | AID 504408 | actives 1.7% (n = 300,000) | activation, % at 9 µM | NIH3T3-HGL HSF-1 luciferase reporter, MG132, 8 h; 100% = twice DMSO control signal;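 active means mean replicate activation of at least 50% with a set share of replicates each reaching 50%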;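 further: 0% = median of the neutral control wells and 100% = twice that signal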
Numbers without * were called inactive; x = not tested or not shown.

SMILES	GSK3A inh	HSP90 inh	Dyrk1A ADPGlo	IEC-6 cytotox	KLF5 inhibitor	Platelet DG rel	HSF1 inhib	GSK3beta inhib	aSyn 5UTR inh	HSF1 activator
Cc1ccc(CN2CCN(CC(=O)NCc3ccc(Cl)cc3)C2=O)cc1	8	8	-2	1	-7	8	3	-1	12	2
CN(C)CCCN1c2ccccc2Sc2ccc(C(F)(F)F)cc21	2	2	2	4	7	1	0	0	-28	2
Cc1ccc(OCCSCc2nc3ccccc3[nH]2)cc1	-3	-2	-4	0	9	8	16	6	12	22
COc1ccc2cc(/C=N/NC(=O)c3ccc(CN(c4ccc(C)c(C)c4)S(C)(=O)=O)cc3)c(Cl)nc2c1	0	2	3	0	-35	-15	17	1	65*	9
CC(=O)Nc1c(Nc2ccccc2)c2ccccc2oc1=O	-1	-2	-4	5	0	6	-6	0	14	-29
Cc1ccc(C(=O)COC(=O)C(C)N2C(=O)C3C4CCC(C4)C3C2=O)cc1 (stereo not drawn)	-1	-2	11	-4	-28	7	2	3	-11	2
Cc1cnc(CN(C)C(=O)C2CCC(=O)N(CCc3ccccc3)C2)[nH]1 (stereo not drawn)	-2	-7	1	-2	-10	3	-2	-1	-7	5
COCC(=O)Nc1ccccc1-c1ccccc1	-6	6	x	0	4	12	-2	-3	-13	-2
O=C(NCc1cccs1)C(NS(=O)(=O)c1cccc2nsnc12)c1ccccc1 (stereo not drawn)	-1	1	2	-4	-14	4	5	4	21	0
S=C(Nc1ccc(Cl)cc1Cl)N1CCOCC1	-2	4	3	-1	-15	19	-12	3	20	10
COc1cc(/C=N/N2CCN(c3ccccc3)CC2)cc(OC)c1OC(C)=O	-3	-3	-1	-4	-44	-3	-4	0	-25	5
CCOC(=O)C(CCc1nnc(N)s1)C(=O)OCC	-3	4	4	6	-12	11	0	-1	20	19
O=C(c1cccc(NS(=O)(=O)c2ccccc2)c1)N1CCN(c2ccccc2)CC1	-2	x	0	x	x	11	13	5	-15	6
O=C(CSc1ncnc2ccccc12)Nc1cccc(S(=O)(=O)N2CCCC2)c1	5	0	0	-2	-6	0	11	-6	-8	0
O=C1c2ccccc2C(=O)N1C/C=C/CN1C(=O)c2ccccc2C1=O	x	0	x	1	10	22	1	2	2	11
Cc1ccc2cc(CN(CCCN(C)C)C(=S)NCc3ccccc3)c(=O)[nH]c2c1C	x	1	3	-3	2	-3	-5	-23	14	-11
Fc1ccccc1CCNc1c2c(nc3ncnn13)CCCC2	2	4	11	6	4	-1	-8	-2	10	-8
O=C(OCCN1C(=O)c2ccccc2C1=O)c1cc2ccccc2o1	-2	4	-2	3	-16	-6	12	0	-11	43
COc1ccc(OC)c(NC(=S)NCc2cccnc2)c1	-2	2	0	-2	-19	-2	-47	2	-11	-59
Cc1cc(C)c(S(=O)(=O)N2CCN(S(=O)(=O)N3CCCCCC3)CC2)c(C)c1	-1	8	-8	-2	-22	-1	13	-1	27	1
CC(C)(Oc1ccc(Cl)cc1)C(=O)NCCN1C(=O)S/C(=C/c2cccnc2)C1=O	0	-3	3	-7	-16	-6	-3	-4	7	-8
NC(=O)c1nsc(C(=O)N(c2cccc(F)c2)C(C(=O)NCC2CCCO2)c2ccc3ncccc3c2)c1N (stereo not drawn)	0	1	0	3	-14	-3	-4	0	-10	0
O=C(Nc1ccc(N2CCCC2)cc1)c1ccccc1F	-2	0	1	-5	-141	20	6	3	-80	24
Cc1ccc(C)c(S(=O)(=O)N2CCCOC2CNC(=O)C(=O)NCc2ccccc2)c1 (stereo not drawn)	1	-1	1	0	-33	-11	-2	0	-12	-6
CN1CCN(/N=C/c2c3ccccc3c(Cl)c3ccccc23)CC1	6	-1	13	5	-21	1	1	0	-1	0
CCN(CC(=O)N1CCCCCC1)S(=O)(=O)c1ccc(C)cc1	-3	-4	2	-9	2	-3	-3	3	2	-1
CCC12CN3CCN(CC(C3)/C1=N\NC(=O)Nc1ccccc1)C2	x	-3	-9	-6	3	-6	-5	2	-10	4
C=C(C)Cn1c(-c2ccncc2)n[nH]c1=S	0	-4	3	3	-31	2	-1	0	-2	-2
COc1ccc(N=C2S/C(=C\c3ccc(C)o3)C(=O)N2CC(C)C)cc1	4	2	7	2	-17	0	13	1	-12	25
O=C(NNC(=O)c1c(F)cccc1F)c1ccccc1OC(F)(F)F	2	-4	-3	-7	-22	4	-3	2	10	-7
O=C(CSc1nnc(-c2cccnc2)s1)Nc1ccc(C(=O)O)cc1	1	-2	0	2	-33	1	10	0	-8	-11
CCOC(=O)C1=C(C)NC(SCC(N)=O)=C(C#N)C1c1ccccc1 (stereo not drawn)	-3	0	-6	8	-14	1	x	1	36	x
O=C1CN(C(=O)CNCc2ccccc2)c2ccccc2N1	1	0	-1	-4	-13	-1	-6	4	4	-4
O=C(N=C1N=C2C=CC=CN2Cc2ccccc21)c1ccc(S(=O)(=O)N2CCCC2)cc1	-2	-1	-5	0	-81	23	13	0	-134	-4
CCN(CC)c1ccc(C(=O)OCC(=O)Nc2cccc(S(=O)(=O)NC3=NCCCCC3)c2)cc1	5	1	-3	3	-45	-12	6	1	24	22
O=C(Nc1nnc(-c2ccc(Cl)cc2)o1)c1ccc(N2C(=O)CCC2=O)cc1	-3	-5	-1	-3	-24	5	-1	1	25	-10
COc1ccccc1NC(=O)Cn1nnc(C(=O)NCCc2ccccc2)c1N	0	0	1	3	-24	1	7	-1	14	-6
O=C(O)c1ccc(CNC(=O)C23CC4CC(CC(C4)C2)C3)cc1	0	1	-10	1	13	-1	-7	0	0	-21
O=C(C1CC1)N1CCc2sccc2C1c1ccc(Cl)cc1 (stereo not drawn)	-5	2	x	1	-8	2	2	2	-46	2
COc1cccc(CCNC(=O)c2ccc(OC)c(OC3CCN(C(C)C)CC3)c2)c1	-6	-3	-1	-2	-34	5	-1	2	-17	-2
O=C(NC1CCCC1)C1C2C=CC(C2)C1C(=O)N1CCOCC1 (stereo not drawn)	-4	0	x	2	-31	-1	-3	-6	18	3
N#CN=C1SCCS1	-2	0	-5	0	-52	x	x	x	x	x
Cc1cccc(NC(=O)CCC2CCN(C(=O)C3CC=CCC3)CC2)c1 (stereo not drawn)	-4	-3	1	-4	-36	13	1	2	9	13
Cc1ccc(NC(=O)CSc2nnc(-c3ccncc3)n2C)cc1C	-2	-2	-1	3	-6	-5	-9	1	1	-1
COC(C(=O)N1CCC(CCC(=O)Nc2ccccc2)CC1)c1ccccc1 (stereo not drawn)	-1	-2	-3	2	-53	6	13	-1	-31	2
COc1cc(/C=N/NC(=O)C[n+]2ccccc2)cc(OC)c1OC(C)=O	-3	-2	-2	0	-46	-1	-5	1	11	-21
Cc1oc(-c2ccc(Cl)cc2)nc1CS(=O)CC(=O)NC1CC1 (stereo not drawn)	-1	1	-4	-4	-16	-2	1	1	3	-1
Cc1ccc(CN(c2ccc(C(=O)Nc3ccc4c(c3)OCO4)cc2)S(C)(=O)=O)cc1	-2	-4	1	0	2	17	4	0	21	18
COc1ccc(OCc2cc(C(=O)N3CCCCCC3)no2)c(Cl)c1	-1	0	0	-4	-64	4	22	3	-90	23
Cc1nc(Oc2ccccc2)c2ccccc2n1	-2	4	0	1	-4	-3	-3	4	-1	-9
COc1ccc(OCC(=O)Nc2ccccc2Cl)cc1	-1	-1	-7	-2	-19	-3	27	1	-111	16
Cc1ccc(C2(C)NC(=O)N(CC(=O)Nc3ccc4c(c3)OCO4)C2=O)cc1 (stereo not drawn)	0	0	2	4	-11	10	-2	1	2	5
O=C(/C=C/c1cccc([N+](=O)[O-])c1)c1ccco1	2	3	-1	-6	-61	2	5	x	-55	29
CCOC(=O)CN1C(=O)N[C@@H](c2ccc(Br)cc2)C(C(=O)OC)=C1C	4	x	3	x	x	6	3	-5	-1	-14
O=C(c1ccc2c(=O)n3c(nc2c1)CCCCC3)N1CCN(c2cccc(Cl)c2)CC1	-1	3	4	11	-21	-1	-7	-1	11	-16
COc1ccc(C2CC(=O)N(c3ccccc3)C3=C2C(=O)CCC3)cc1 (stereo not drawn)	-3	-1	x	-3	-14	-12	17	0	-15	36
CSc1nc2ccccc2n1CC(=O)Nc1c(C)n(C)n(-c2ccccc2)c1=O	-2	-2	-9	1	-8	7	3	-3	-3	-4
O=C(c1ccc(-c2ccccc2)cc1)N1CCN(Cc2ccccn2)CC1	x	-3	5	-2	-39	x	x	x	x	x
Cc1ccccc1NC(=O)COC(=O)Cc1cccc(C(F)(F)F)c1	-2	2	-1	5	-1	15	-1	2	1	10
O=C(N/N=C/c1ccc2c(c1)OCO2)c1ccc(NC(=O)c2ccccc2Cl)cc1	-1	-7	7	6	28	4	1	-1	10	9

Part of the list above, showing only IEC-6 cytotox, Platelet DG rel and GSK3A inh:
canonical_smiles,IEC-6 cytotox,Platelet DG rel,GSK3A inh
Cc1cccc(NC(=O)CCC2CCN(C(=O)C3CC=CCC3)CC2)c1 (stereo not drawn),-4,13,-4
Cc1ccc(NC(=O)CSc2nnc(-c3ccncc3)n2C)cc1C,3,-5,-2
COC(C(=O)N1CCC(CCC(=O)Nc2ccccc2)CC1)c1ccccc1 (stereo not drawn),2,6,-1
COc1cc(/C=N/NC(=O)C[n+]2ccccc2)cc(OC)c1OC(C)=O,0,-1,-3

Carrying on.
SMILES	GSK3A inh	HSP90 inh	Dyrk1A ADPGlo	IEC-6 cytotox	KLF5 inhibitor	Platelet DG rel	HSF1 inhib	GSK3beta inhib	aSyn 5UTR inh	HSF1 activator
S=C(Nc1cccc(Cl)c1)NC1CCCCC1	-2	-1	3	7	-27	-3	1	-2	6	1
COc1cc(C2C(C#N)=C(C)NC3=C2C(=O)CC(C)(C)C3)ccc1OCCO (stereo not drawn)	-3	-2	15	1	-1	-2	-13	-2	15	-4
COC(=O)CSc1ccc(S(=O)(=O)N2CCCCCC2)cc1[N+](=O)[O-]	-2	-1	16	-2	-2	-3	4	-1	19	9
COC(=O)Nc1sc2nc(C)cc(C)c2c1-n1cccc1	x	-1	3	5	-26	2	-8	-4	8	-8
Cc1noc(C)c1CNCc1ccccc1	3	6	0	8	-6	-3	-4	1	-8	0
Cc1nn(S(=O)(=O)c2ccc(F)cc2)c(C)c1S(=O)(=O)N1CCOCC1	-2	2	-1	2	3	-27	-5	2	-2	-14
COc1cccc(C(=O)Nc2cccc3ccccc23)c1OC	-2	3	8	17	-3	-2	-2	-6	-53	-2
CCOC(=O)c1csc(NC(=O)c2ccc(S(=O)(=O)N3CCCC3)cc2)n1	-1	1	-2	3	14	2	-1	1	-32	23
CS(=O)c1ccccc1-c1nc(-c2ccc(Cl)cc2)no1 (stereo not drawn)	-4	3	6	0	-12	1	20	5	-143	24
CCn1c(SCc2ccccc2)nc2c1c(=O)[nH]c(=O)n2C	1	-1	-5	-2	-16	7	40	2	25	43
Cc1ccccc1NC(=S)N(CCc1c(C)[nH]c2ccc(F)cc12)Cc1cccnc1	-1	-2	1	-5	-18	8	0	1	8	20
CCNc1c(NS(=O)(=O)c2ccc(C3CCCCC3)cc2)c(=O)oc2ccccc12	-1	-1	-7	-1	-12	-1	-2	-1	-16	7
Cc1c(Cl)cccc1NC(=O)c1cccc(NC(=O)CCC(=O)O)c1	-1	0	-3	-1	2	14	-1	-2	-26	-15

An excerpt; the hit share may differ from the screen's.
